TEAD-YAP inh: TEAD-YAP interaction inhibition. HEK-TIYL cells, TEAD-Gal4/YAP UAS-luciferase luminescence. inhibition, % at 9.12 µM. 640,000 compounds, 1.4% hits. AID 1259422; in the data active = inhibition above about 32%;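 note: 0% = median of test compound wells and 100% = reference inhibitor wells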
FBW7 act: activators of human E3 ligase FBW7 | AlphaScreen FBW7–phospho-cyclin E peptide binding, activator screen | normalized activity (activation), % at 26.1 µM | Q969H0 | 650,000 compounds, 0.13% hits; in the data active = normalized activity above about 1.9%;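 note: purified mutant Fbw7 with reduced substrate affinity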
GPR151 ag: activators of human GPR151 | Q8TDV0 | PathHunter beta-arrestin GPR151 cells, luminescence | activation, % at 11.2 µM | 650,000 compounds, 1% hits | AID 1508602; in the data active = activation above about 4.9%;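 note: 0% = median of compound wells and 100% = cells with positive control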
Target sequence (Q8TDV0 whole entry, looked up): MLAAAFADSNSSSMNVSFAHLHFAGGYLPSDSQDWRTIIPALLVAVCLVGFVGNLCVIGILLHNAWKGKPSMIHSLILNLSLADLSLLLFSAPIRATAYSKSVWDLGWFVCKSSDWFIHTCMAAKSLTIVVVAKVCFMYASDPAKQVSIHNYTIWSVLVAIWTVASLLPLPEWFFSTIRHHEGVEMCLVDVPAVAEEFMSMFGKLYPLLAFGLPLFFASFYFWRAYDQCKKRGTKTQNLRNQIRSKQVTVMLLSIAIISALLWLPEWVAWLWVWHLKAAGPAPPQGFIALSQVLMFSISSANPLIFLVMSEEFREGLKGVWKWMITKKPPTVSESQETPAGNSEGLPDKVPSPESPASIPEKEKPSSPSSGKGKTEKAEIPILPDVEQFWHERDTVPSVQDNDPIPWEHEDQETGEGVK
MITF inh: inhibitors of human MITF. AlphaScreen MITF homodimerization, bead proximity signal. 650,000 compounds, 0.91% hits. inhibition, % at 2.6 µM. AID 1259374. O75030; in the data active = inhibition above about 50%;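 note: 0% = vehicle wells with protein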
Target sequence (O75030 whole entry, looked up): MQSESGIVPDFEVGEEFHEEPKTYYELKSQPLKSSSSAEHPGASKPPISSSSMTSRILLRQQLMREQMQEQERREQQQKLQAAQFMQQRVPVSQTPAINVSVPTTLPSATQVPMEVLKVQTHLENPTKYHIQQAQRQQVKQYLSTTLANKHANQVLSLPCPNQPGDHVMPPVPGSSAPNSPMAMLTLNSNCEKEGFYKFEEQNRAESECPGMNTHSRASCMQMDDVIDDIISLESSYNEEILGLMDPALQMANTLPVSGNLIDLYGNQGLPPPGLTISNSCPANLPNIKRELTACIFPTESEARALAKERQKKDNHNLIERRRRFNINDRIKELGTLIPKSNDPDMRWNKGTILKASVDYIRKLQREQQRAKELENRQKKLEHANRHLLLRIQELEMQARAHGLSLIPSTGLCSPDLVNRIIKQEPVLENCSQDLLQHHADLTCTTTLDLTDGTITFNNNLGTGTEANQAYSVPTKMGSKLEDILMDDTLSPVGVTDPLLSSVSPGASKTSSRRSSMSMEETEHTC
An asterisk follows results filed as active; i = inactive. This is a random part of the collection; any-hit rate near 3.5%.

[1] Cc1cc(C)nc(SCc2nc3ccc(Br)cn3c2Cl)n1
[2] CC1CCCC(NC(=O)C2N(CCCN3CCOCC3)C(=O)C3C(C(=O)Nc4cc(Cl)cc(Cl)c4)C4C=CC32O4)C1C (stereo not drawn)
[3] O=C(c1ccc(F)cc1)N1CCN(S(=O)(=O)c2cc3c4c(c2)CCC(=O)N4CCC3)CC1
[4] O=C(Nc1cccc(NC(=O)c2ccc3c(c2)OCO3)n1)c1ccc2c(c1)OCO2
[5] CCCN1CCN(C(=O)c2ccc(C)s2)CCC1=O
[6] O=C(NCc1ccccc1)c1cnc(Nc2ccccn2)s1

| Compound | 1 | 2 | 3 | 4 | 5 | 6 |
| --- | --- | --- | --- | --- | --- | --- |
| TEAD-YAP inh | -6 | 7 | 31 | -37 | -10 | -6 |
| FBW7 act | -0.1 | 0.1 | 0.2 | 0.1 | 0.0 | -0.1 |
| GPR151 ag | 3.5 | -0.5 | 0.7 | -1.4 | 0.6 | 0.0 |
| MITF inh | 3 | -2 | 3 | 3 | 8 | -3 |

[7] O=C(NCc1ccncc1)C1CC12CCN(Cc1cccc(Oc3ccccc3)c1)CC2 (stereo not drawn)
[8] CCN1CCN(c2nc3c(c(=O)[nH]c(=O)n3C)n2Cc2ccccc2F)CC1
[9] Cc1ccc(C(=O)NCc2ccccn2)cc1[N+](=O)[O-]
[10] CN1CCN(c2cc(-c3cccnc3)nc(-c3cccnc3)n2)CC1
[11] CN(/N=C\C=C\c1ccccc1)c1ccccn1
[12] CCOc1ccc(/C(O)=C2\C(=O)C(=O)N(c3nc(C)c(C(=O)OC)s3)C2c2ccc(Cl)cc2)cc1C (stereo not drawn)

| Compound | 7 | 8 | 9 | 10 | 11 | 12 |
| --- | --- | --- | --- | --- | --- | --- |
| TEAD-YAP inh | -9 | 1 | -1 | 22 | -68 | -3 |
| FBW7 act | 0.0 | 0.0 | 0.0 | -0.1 | 0.8 | -0.1 |
| GPR151 ag | -0.9 | -0.4 | -0.8 | 0.3 | 2.1 | 1.4 |
| MITF inh | -17 | -3 | -3 | 6 | 17 | 14 |

[13] O=C(NC(=O)c1cnn(C2CCS(=O)(=O)C2)c1)Nc1ccccc1 (stereo not drawn)
[14] CC1CN(C2CCCCC2)c2nc3c(c(=O)n(Cc4ccccc4)c(=O)n3C)n2C1 (stereo not drawn)
[15] O=C(NC1CCCCCC1)C1CCN(Cc2ccccn2)CC1
[16] CC(=O)Cc1nsc(NC(=O)/C=C/c2ccco2)n1
[17] COc1ccc2c(c1)CC(C(=O)Nc1ccc(-c3cn[nH]n3)cc1C(=O)N(C)C)CO2 (stereo not drawn)
[18] O=C(NCc1cccnc1)C(=O)NCC(c1ccco1)S(=O)(=O)c1ccc(Cl)cc1 (stereo not drawn)

| Compound | 13 | 14 | 15 | 16 | 17 | 18 |
| --- | --- | --- | --- | --- | --- | --- |
| TEAD-YAP inh | -31 | -8 | -4 | -7 | 4 | -4 |
| FBW7 act | -0.1 | -0.1 | -0.4 | -0.2 | -0.3 | 0.1 |
| GPR151 ag | 0.5 | 0.8 | -0.5 | -0.5 | 2.4 | -0.7 |
| MITF inh | -5 | -5 | 34 | 4 | 15 | 11 |

[19] CCN(CC)C(=O)CSc1nc2c(sc(=S)n2Cc2ccccc2)c(=O)n1Cc1ccccc1
[20] CCC/C=N/NC(=O)COc1ccc(Cl)cc1C
[21] CCCC1(C2CCN(Cc3ccc(OCC)cc3)CC2)NC(=O)N(CC2CCCO2)C1=O (stereo not drawn)
[22] COc1cc(CN2CCNC(=O)C2CC(=O)NCCc2cccc(Cl)c2)cc(OC)c1 (stereo not drawn)
[23] O=S(=O)(NCc1ccccn1)c1cc(Cl)ccc1Cl
[24] O=C(c1ccccn1)N1N=C(C(F)(F)F)CC1(O)c1cccnc1 (stereo not drawn)

| Compound | 19 | 20 | 21 | 22 | 23 | 24 |
| --- | --- | --- | --- | --- | --- | --- |
| TEAD-YAP inh | -7 | 3 | -1 | -12 | -3 | -29 |
| FBW7 act | 0.0 | 0.1 | -0.1 | -0.2 | 0.4 | -2.2 |
| GPR151 ag | 2.5 | 0.8 | 0.7 | 0.4 | -0.9 | 0.3 |
| MITF inh | -25 | 16 | 3 | -2 | 14 | 11 |

[25] COc1ccc(NC(=O)CN(c2ccc(OC)cc2OC)S(=O)(=O)c2ccccc2)cc1
[26] CCCN(CCC)S(=O)(=O)c1ccc(/C(O)=C(\C#N)c2nc3ccccc3[nH]2)cc1
[27] O=C(c1ccc2c(=O)n(CCC3=CCCCC3)c(=S)[nH]c2c1)N1CCN(c2ccccn2)CC1
[28] COc1ccc(CN2CCc3nnc(-c4ccccc4)n3CC2)c(F)c1
[29] CC(C)C[C@@H]1NC(=O)[C@H]2CN(C(=O)Oc3cccc4ccccc34)CCN2C1=O
[30] O=C(NCc1ccncc1)C(=O)Nc1ccc(Cl)c(Cl)c1

| Compound | 25 | 26 | 27 | 28 | 29 | 30 |
| --- | --- | --- | --- | --- | --- | --- |
| TEAD-YAP inh | -3 | -6 | 3 | 10 | 7 | -8 |
| FBW7 act | 0.1 | 0.1 | 0.0 | 0.0 | -0.3 | -0.1 |
| GPR151 ag | -1.7 | 0.0 | 0.2 | -0.4 | -0.4 | 3.7 |
| MITF inh | 16 | 12 | -4 | -11 | -5 | -9 |

[31] Cc1cc(-c2cnc(N3CCCC3)nc2C2CCN(C(=O)OC(C)(C)C)CC2)on1
[32] CC1(C(=O)Nc2ccc(F)cc2)CC1
[33] COc1ccc(-c2c(C)nn3c(NCc4cccnc4)cc(C)nc23)cc1
[34] CCOC(=O)/C(=N/Nc1ccccc1Cl)C(=O)OC
[35] CCCCN(CCCC)c1ncnc2c1cnn2-c1cccc(C)c1
[36] CCC(C)NC(=O)c1c(C)nc2ccc(C)cn12 (stereo not drawn)

| Compound | 31 | 32 | 33 | 34 | 35 | 36 |
| --- | --- | --- | --- | --- | --- | --- |
| TEAD-YAP inh | -6 | 1 | 15 | -5 | -6 | 2 |
| FBW7 act | -0.1 | 0.2 | 0.0 | 1.2 | -0.1 | -0.1 |
| GPR151 ag | 0.2 | 2.0 | 2.7 | -1.5 | -0.2 | 1.2 |
| MITF inh | -1 | 6 | 6 | 8 | -12 | 8 |

[37] O=C1NC(=O)c2cc(S(=O)(=O)Nc3cccc(Cl)c3)cc3cccc1c23
[38] CC(=O)Nc1nonc1NC(=O)CSc1ccccn1
[39] CCN(Cc1ccncc1)C1CCCN(C(=O)Nc2ccc(C(C)=O)cc2)C1 (stereo not drawn)
[40] CC(OC(=O)C1CC1)C(=O)Nc1ccnn1C(C)C (stereo not drawn)
[41] O=C(COc1ccc(Cl)cc1Cl)Nc1ccc(Cc2ccncc2)cc1
[42] Cc1cc(C)cc(NC(=O)C2CC(=O)N=C(N)S2)c1 (stereo not drawn)

| Compound | 37 | 38 | 39 | 40 | 41 | 42 |
| --- | --- | --- | --- | --- | --- | --- |
| TEAD-YAP inh | 8 | 14 | -12 | -9 | 1 | -4 |
| FBW7 act | -0.2 | -0.1 | 0.1 | 0.0 | 0.0 | 0.0 |
| GPR151 ag | 0.6 | 3.5 | -0.2 | 0.2 | -1.0 | 0.0 |
| MITF inh | -11 | -2 | 14 | 4 | 10 | -3 |

[43] CC(=O)Nc1ccc(NC(=O)CSc2nc3ccccc3[nH]2)cc1
[44] Cc1ccc(S(=O)(=O)NCCc2ccccc2)cc1
[45] O=C(CSc1nnc2ncccn12)Nc1ccccc1N1CCCCCC1
[46] CCC1C(=O)NCCN1C(=O)c1cccc(OC2CCN(S(=O)(=O)N(C)C)CC2)c1 (stereo not drawn)
[47] O=C(CN1CCC2(CC1)NC(=O)c1ccccc1O2)Nc1ccccc1-n1ccnc1
[48] COc1cccc(CC(=O)Nc2cnc3cnc(-c4ccc(F)c(Cl)c4)cn23)c1

| Compound | 43 | 44 | 45 | 46 | 47 | 48 |
| --- | --- | --- | --- | --- | --- | --- |
| TEAD-YAP inh | 7 | 5 | -13 | -26 | 8 | -6 |
| FBW7 act | 0.1 | 0.1 | 0.0 | -0.1 | 0.1 | 0.0 |
| GPR151 ag | 0.6 | 1.3 | 0.4 | -0.4 | 0.0 | 1.3 |
| MITF inh | 13 | 0 | 12 | 6 | 5 | 20 |

[49] CC(c1ccccc1)n1c(O)c2ccc(C(=O)N=NC(=O)c3ccncc3)cc2c1O (stereo not drawn)
[50] COc1cc(N)ccc1NC(=O)c1ccccc1C
[51] CC(C)(C)n1nc2c(c1NC(=O)c1ccc(F)c(F)c1)CSC2
[52] CNC(=O)COc1ccc(S(=O)(=O)Nc2ccc(C)cc2)cc1
[53] Cc1ccccc1C(=O)NNC(=O)Nc1ccccc1
[54] COc1ccc([C@@H]2[C@@H](C(=O)C34CC5CC(CC(C5)C3)C4)N3c4ccccc4C=C[C@@H]3C2(C#N)C#N)cc1OC

| Compound | 49 | 50 | 51 | 52 | 53 | 54 |
| --- | --- | --- | --- | --- | --- | --- |
| TEAD-YAP inh | 3 | -1 | 3 | 5 | -5 | -4 |
| FBW7 act | -0.1 | -0.1 | 0.1 | -0.1 | 0.0 | 0.1 |
| GPR151 ag | 0.1 | 0.4 | 2.0 | 1.2 | 0.5 | 0.1 |
| MITF inh | 22 | 9 | 33 | i | -1 | 13 |

[55] O=C(COc1cc2ccccc2cn1)N1c2ccccc2CCc2ccccc21
[56] CC(c1ccccc1)n1cc(C(=O)NCc2cccnc2)nn1 (stereo not drawn)
[57] COc1ccc(NC(=O)NCc2ccc(Cl)cc2)cc1
[58] N#Cc1ccc(C(=O)OCc2ccc(Br)cc2)cc1
[59] CCN(CC)c1nc(Nc2ccccc2)nc(N2CCOCC2)n1
[60] CC1(C)CC(NS(C)(=O)=O)CC(C)(C)N1OC(=O)c1ccccc1

| Compound | 55 | 56 | 57 | 58 | 59 | 60 |
| --- | --- | --- | --- | --- | --- | --- |
| TEAD-YAP inh | 7 | 13 | -6 | 13 | -4 | 3 |
| FBW7 act | -0.2 | -0.1 | 0.4 | 0.2 | 0.2 | 0.0 |
| GPR151 ag | -0.8 | 0.5 | 4.1 | -1.5 | -0.3 | -0.8 |
| MITF inh | -1 | 7 | 14 | -8 | 23 | -1 |

[61] Cc1oc2c(CN(C)C)c(O)ccc2c(=O)c1Oc1ccccc1F
[62] N#CC1=C(N)Oc2n[nH]c(-c3ccncc3)c2C1c1ccccc1C(=O)O (stereo not drawn)
[63] CCN(CC)S(=O)(=O)c1cccc(C(=O)c2c(C)c(C=O)c3ccccn23)c1
[64] Cc1ccccc1Cn1c(Cl)nc2c1c(=O)n(C)c(=O)n2C
[65] Cc1ccc(C)n1-c1ccc2c(c1)OCO2
[66] CCOc1cc(/C=C2/C(=N)N3N=C(C(C)C)SC3=NC2=O)cc(Cl)c1OCCOc1c(C)cccc1C

| Compound | 61 | 62 | 63 | 64 | 65 | 66 |
| --- | --- | --- | --- | --- | --- | --- |
| TEAD-YAP inh | 3 | 0 | 6 | 4 | 0 | -14 |
| FBW7 act | -0.2 | -0.2 | 0.1 | 0.3 | -0.1 | 0.2 |
| GPR151 ag | 0.3 | 0.0 | -1.3 | 1.1 | -0.7 | -0.4 |
| MITF inh | -12 | -2 | 19 | -5 | 0 | -2 |

[67] Nc1nc(-c2ccc(NC(=O)c3ccc(Cl)cc3)cc2)cs1
[68] COc1ccc(C(=O)NNC(=O)c2ccncc2)c(OC)c1
[69] CCOc1c(C)cc2[nH]c(C)nc2c1C
[70] Cn1c(=O)c2nc(-c3ccc(F)cc3)oc2c2ccccc21
[71] Cn1c(=O)c2c(=S)nc(C3CC3)[nH]c2n(Cc2ccccc2)c1=O
[72] CC(C)CC1C(=O)Nc2cc(S(C)(=O)=O)ccc2N1C(=O)c1cccs1 (stereo not drawn)

| Compound | 67 | 68 | 69 | 70 | 71 | 72 |
| --- | --- | --- | --- | --- | --- | --- |
| TEAD-YAP inh | -81 | -28 | 6 | -3 | 12 | 1 |
| FBW7 act | 0.0 | 0.1 | 0.4 | 0.0 | 1.5 | 0.0 |
| GPR151 ag | -0.1 | 0.3 | -2.4 | 1.2 | 1.6 | -0.7 |
| MITF inh | 8 | 2 | 17 | -7 | 2 | 0 |

[73] CCOC(=O)c1sc(NC(=O)CSc2nnc(CNC(=O)c3ccc(OC)cc3)n2CCc2ccccc2)c(C(=O)OCC)c1C
[74] COc1ccccc1N=Cc1c(O)n(-c2ccccc2F)c(=O)[nH]c1=O
[75] COc1ccc(-c2nc3ncccn3c2Nc2ccc3c(c2)OCCO3)cc1
[76] CCC(Cc1ccccc1)NC(=O)c1ccc(OC)c(OC)c1 (stereo not drawn)
[77] Cc1ccc2c(c1)-c1onc(C(=O)Nc3ccccc3F)c1CO2
[78] O=C(CCCc1ccccc1)Nc1ccnn1C1CCN(Cc2cccc3nonc23)CC1
[79] CC(=O)Nc1c(O)nc(SCC(=O)Nc2ccc(C)cc2)[nH]c1=O
[80] NC(=O)c1ccc(NC(=O)c2ccc([N+](=O)[O-])cc2)cc1

| Compound | 73 | 74 | 75 | 76 | 77 | 78 | 79 | 80 |
| --- | --- | --- | --- | --- | --- | --- | --- | --- |
| TEAD-YAP inh | -5 | -25 | -5 | -1 | 0 | 16 | 3 | -35 |
| FBW7 act | 0.0 | 0.2 | 0.0 | 0.1 | -0.2 | 0.0 | -0.5 | -0.2 |
| GPR151 ag | 0.7 | 0.4 | -1.4 | -0.7 | 2.6 | -2.0 | 2.6 | 1.2 |
| MITF inh | -5 | -10 | 12 | 7 | 6 | 14 | -6 | -5 |

Screening results: PubChem BioAssay, The Scripps Research Institute Molecular Screening Center
